Assay outcomes (PubChem BioAssay)
RNase H inhibition: RNase H inhibition, HIV 1 Gag Pol polyprotein, FRET biochemical assay, screening (AID 372) | inhibition, % at 10 µM, or IC50 in µM where a hit was titrated | HIV-1 RT RNase H, FRET RNA/DNA substrate fluorescence; higher % means a stronger effect | hit rate 0.77% among 100,000; in the data active = inhibition above about 50%
An asterisk follows results filed as active. Some of the compounds tested; count on the stated rates, not on these rows.

The opening 2 records (preview)
CC1CC(=O)C2=C(C1)OC(N)=C(C#N)C2c1cccnc1 (stereo not drawn) was read as RNase H inhibition 6%.
For C=CCSc1nc2c(c(=O)n1Cc1ccccc1)C1(CCCCC1)Cc1ccccc1-2 the results were RNase H inhibition 19%.

The listing, from the start:
CC1CC(=O)C2=C(C1)OC(N)=C(C#N)C2c1cccnc1 (stereo not drawn) was read as RNase H inhibition 6%.
For C=CCSc1nc2c(c(=O)n1Cc1ccccc1)C1(CCCCC1)Cc1ccccc1-2 the results were RNase H inhibition 19%.
For C=CCOC(=O)C1=C(C)NC(C)=C(C(=O)OCC=C)C1/C=C/c1ccccc1 the results were RNase H inhibition 20%.
`CCOc1cc(OCC)cc(C(=O)Nc2ccc(C)cc2)c1` gave RNase H inhibition 9%.
For C/C(=C1/SC(N2CCCC2)=NC1=O)c1ccc(Cl)cc1 the results were RNase H inhibition 16%.
`CCOc1ccccc1OCCOc1ccccc1C(C)(C)C` gave RNase H inhibition 27%.
For COc1ccc(C(=O)N2CCN(Cc3cc(OC)c(O)c(OC)c3)CC2)cc1 the results were RNase H inhibition 0%.
Screening OCCN(CC#CCC(O)(c1ccccc1)c1ccccc1)Cc1ccccc1 returned RNase H inhibition 12%.
For C(=N/Nc1nc2ccccc2s1)/c1ccc(N2CCOCC2)cc1 the results were RNase H inhibition 16%.
For CCOc1ccc(NC(=O)CC2Sc3ccccc3NC2=O)cc1 (stereo not drawn) the results were RNase H inhibition 4%.
`O=C1C(=O)N(c2ccccc2)C(c2ccc([N+](=O)[O-])cc2)/C1=C(/O)c1ccccc1` (stereo not drawn) gave RNase H inhibition 2%.
Screening CCOc1cc(/C=N/n2cnnc2)ccc1OCCOCCOc1ccccc1 returned RNase H inhibition 7%.
CCOc1ccc(/C=C2\N=C(c3ccccc3C)OC2=O)c(OCC)c1 was read as RNase H inhibition 0%.
`Cc1c(Cc2ccccc2)c(=O)oc2cc(O)ccc12` gave RNase H inhibition 6%.
`CCN(CC)Cc1ccc(OC(C)C)c(CN(CC)CC)c1` gave RNase H inhibition 9%.
CCCn1c(=O)c(C(=O)NCc2ccccc2Cl)c(O)c2ccccc21 was read as RNase H inhibition 8%.
CCOC(=O)c1c(CC(C)C)csc1NC(=O)c1ccccc1Cl was read as RNase H inhibition 3%.
NC(=O)c1ccccc1NC(=O)COc1ccccc1Cl was read as RNase H inhibition 12%.
CCCC(=O)Nc1ccc(NC(=O)c2ccc(-c3ccc(Cl)cc3)o2)cc1 was read as RNase H inhibition 12%.
O=c1c2c(nc3cc(-c4cccc(Cl)c4)[nH]n13)CCC2 was read as RNase H inhibition 6%.
For CCCCOP(=O)(C(C)C)C(C)C the results were RNase H inhibition 2%.
Screening CCN(CC)CCCCCOc1ccc2ccccc2c1 returned RNase H inhibition 13%.
`COc1ccccc1C(=O)Nc1nc2ccc([N+](=O)[O-])cc2s1` gave RNase H inhibition 13%.
`Cc1cccc(NC(=O)/C(C#N)=C/c2ccc(-c3cccc(C(=O)O)c3)o2)c1` gave RNase H inhibition 7%.
`N#C/C(=C\c1cn(CC(=O)Nc2ccccc2)c2ccccc12)C(=O)Nc1ccccc1` gave RNase H inhibition 0%.
COc1cc(/C=C2\SC(=S)N(c3cccc(Cl)c3)C2=O)ccc1O was read as RNase H inhibition 38%.
`COc1ccc(/C=C/C(=O)Nc2ccc(C)cc2C)cc1` gave RNase H inhibition 10%.
COc1cc(/C=C(/C#N)C(=O)Nc2ccc(O)cc2)cc(I)c1O was read as RNase H inhibition 14%.
For COC(=O)c1ccc(NC(=O)CCNS(=O)(=O)c2ccc(C)cc2)cc1 the results were RNase H inhibition 1%.
Screening CN(C)c1ccc(/C=C(\C#N)c2nc(C#N)c(N)c(C#N)c2N)cc1 returned RNase H inhibition 10%.
`Cc1cc(Cl)ccc1OCC(=O)Nc1ccccc1CO` gave RNase H inhibition 0%.
COc1ccc(-c2c(C#N)c(N)nc3c2CC(C)CC3)cc1 (stereo not drawn) was read as RNase H inhibition 30%.
COc1ccc(OC)c(N(CC(=O)N(Cc2ccccc2)Cc2ccccc2)S(=O)(=O)c2ccccc2)c1 was read as RNase H inhibition 21%.
For CC(C)C(=O)Nc1ccc(N(C)C)cc1 the results were RNase H inhibition 10%.
`O=C(NCCc1ccccc1)Nc1cccc2ccccc12` gave RNase H inhibition 43%.
COc1cccc(C=Nc2ccc3nc(-c4ccc(Cl)cc4Cl)[nH]c3c2)c1 was read as RNase H inhibition 1%.
Screening CC(=O)N(C)c1ccc(NC(=O)COc2ccc3ccccc3c2)cc1 returned RNase H inhibition 9%.
`CC(C)c1ccc(C(=O)CSc2n[nH]c(-c3ccncc3)n2)cc1` gave RNase H inhibition 12%.
`COC(=O)c1ccc(COc2ccc3c4c(c(=O)oc3c2)CCC4)cc1` gave RNase H inhibition 0%.
O=c1c(-c2ccccc2Cl)coc2c(O)c(O)ccc12 was read as RNase H inhibition 55%*.
For CC(=O)N1c2ccccc2NC2=C(C(=O)CC(C)(C)C2)C1c1c(F)cccc1Cl (stereo not drawn) the results were RNase H inhibition 0%.
`CC(C)c1ccc(-c2nn(-c3ccccc3)cc2C=C(C#N)C#N)cc1` gave RNase H inhibition 2%.
CC1=NN(c2ccc(Cl)cc2)C(=O)/C1=C\c1c(C)[nH]n(-c2ccc(Cl)cc2)c1=O was read as RNase H inhibition 12%.
For CCOc1cccc(N2C(=O)/C(=C/c3ccc(N(CC)CC)cc3OC)C(=O)NC2=S)c1 the results were RNase H inhibition 49%.
Screening O=C(Nc1sc2c(c1C(=O)N1CCOCC1)CCCCC2)c1ccc([N+](=O)[O-])cc1 returned RNase H inhibition 16%.

The last 3 records of the section before lead into the next:
CC1=NN(c2ccc(Cl)cc2)C(=O)/C1=C\c1c(C)[nH]n(-c2ccc(Cl)cc2)c1=O was read as RNase H inhibition 12%.
For CCOc1cccc(N2C(=O)/C(=C/c3ccc(N(CC)CC)cc3OC)C(=O)NC2=S)c1 the results were RNase H inhibition 49%.
Screening O=C(Nc1sc2c(c1C(=O)N1CCOCC1)CCCCC2)c1ccc([N+](=O)[O-])cc1 returned RNase H inhibition 16%.
Screening Cc1cc(C)cc(OCCNC(=O)C(C(C)C)N2C(=O)c3ccccc3C2=O)c1 (stereo not drawn) returned RNase H inhibition 22%.
`CCNC(=S)NNC(=O)CSc1nc2ccccc2n1Cc1ccccc1` gave RNase H inhibition 0%.
O=C(Cc1ccccc1)N1N=C(c2ccncc2)CC1(O)C(F)(F)F (stereo not drawn) was read as RNase H inhibition 11%.
O=C1C2C3C=CC(CO)(O3)C2C(=O)N1c1cc(C(F)(F)F)ccc1Cl (stereo not drawn) was read as RNase H inhibition 13%.
COc1cc(/C=C2/NC(=S)NC2=O)ccc1OCc1ccccc1Cl was read as RNase H inhibition 29%.
Cc1ccc2oc(-c3cccc(N)c3C)nc2c1 was read as RNase H inhibition 11%.
Cc1[nH]n(-c2ccccc2)c(=O)c1C=Nc1cccc(Cl)c1 was read as RNase H inhibition 18%.
`CC(=O)c1cccc(NC(=O)c2cc3nc(-c4ccc(C)cc4)cc(C(F)(F)F)n3n2)c1` gave RNase H inhibition 8%.
O=C1c2cc(S(=O)(=O)n3cnc4ccccc43)ccc2-c2ccc(S(=O)(=O)n3cnc4ccccc43)cc21 was read as RNase H inhibition 8%.
Screening O=C(O)c1ccccc1C(=O)Nc1ccc(-c2ccc([N+](=O)[O-])cc2)cc1 returned RNase H inhibition 9%.
Cc1ccc(CN2CCN(C(=O)c3ccc([N+](=O)[O-])cc3)CC2)cc1 was read as RNase H inhibition 1%.
For O=C(O)c1ccc(Oc2ccc(-c3ccc(Oc4ccc(C(=O)O)c(C(=O)O)c4)cc3)cc2)cc1C(=O)O the results were RNase H inhibition 0%.
`COc1ccc(C2C(C(C)=O)=C(O)C(=O)N2C)cc1OC` (stereo not drawn) gave RNase H inhibition 0%.
Screening O=C1CC(NCCc2ccc(Cl)cc2)C(=O)N1c1ccc(Br)cc1 (stereo not drawn) returned RNase H inhibition 0%.
Screening COc1cc(OC)cc(C(=O)Nc2cc(-c3nc4cc(Cl)ccc4o3)ccc2C)c1 returned RNase H inhibition 9%.

Structures shown so far containing a furan ring, fused or not:
CCCC(=O)Nc1ccc(NC(=O)c2ccc(-c3ccc(Cl)cc3)o2)cc1 was read as RNase H inhibition 12%.
`Cc1cccc(NC(=O)/C(C#N)=C/c2ccc(-c3cccc(C(=O)O)c3)o2)c1` gave RNase H inhibition 7%.

(continued)
Cc1nnc(NC(=O)c2cc(Cl)cc(Cl)c2)s1 was read as RNase H inhibition 5%.
Cc1ccc(OCC(N)=O)c(Br)c1 was read as RNase H inhibition 6%.
For COCCNC(=O)CN(c1ccc(OC)cc1OC)S(C)(=O)=O the results were RNase H inhibition 7%.
CCOC(=O)N1CCN(Cc2cc(F)ccc2F)CC1 was read as RNase H inhibition 9%.
Screening COC(=O)c1sc2nc(C)cc(C(F)(F)F)c2c1N returned RNase H inhibition 0%.
Cc1cc(C)n2c(SCC(C)C)nnc2n1 was read as RNase H inhibition 10%.
`Cc1cccc(C(=O)Nc2ccc(O)c(-c3nc4cc(C)c(C)cc4o3)c2)c1` gave RNase H inhibition 11%.
`C=CCN(CC=C)C(=O)COc1ccc(Cl)cc1` gave RNase H inhibition 2%.
Screening CC(C)CN=Cc1c(O)n(C2CCCCC2)c(=O)n(C2CCCCC2)c1=O returned RNase H inhibition 20%.
CN(C)c1ccc(/C=C(\C#N)C(=O)Nc2ccccc2F)cc1Br was read as RNase H inhibition 17%.
`O=C(Nc1c(-c2ccccc2)nc2ccc(Cl)cn12)c1ccc(Br)cc1` gave RNase H inhibition 0%.
For O=C(N/N=C/c1ccc([N+](=O)[O-])s1)c1ccccc1Cl the results were RNase H inhibition 5%.
`Cc1ccccc1OCC(=O)NCC1CCCO1` (stereo not drawn) gave RNase H inhibition 6%.
`CC1=NN(c2ccc(S(N)(=O)=O)cc2)C(=O)/C1=C/c1ccc(-c2ccc(Cl)cc2Cl)o1` gave RNase H inhibition 3.8µM*.
`c1ccc(C2=NNC(c3ccccc3)=NN2)cc1` gave RNase H inhibition 0%.
Screening O=C(N/N=C/c1c2ccccc2cc2ccccc12)c1cccc([N+](=O)[O-])c1 returned RNase H inhibition 17%.
For Cc1c(N(C(=O)c2cc(-c3ccccc3)nc3ccccc23)C(C)C)c(=O)n(-c2ccccc2)n1C the results were RNase H inhibition 6%.
CC(C)c1ccc(C(=O)Nc2sc3c(c2C(N)=O)CCCCCC3)cc1 was read as RNase H inhibition 14%.
For CCOC(=O)c1ccc(NC(=O)c2c(Cl)cccc2Cl)cc1 the results were RNase H inhibition 24%.
`O=C1OC(c2ccc(Br)cc2)=N/C1=C\c1ccc(-c2ccccc2[N+](=O)[O-])o1` gave RNase H inhibition 8%.
Screening O=C(N/N=C/c1cccc([N+](=O)[O-])c1O)C1COc2ccccc2O1 (stereo not drawn) returned RNase H inhibition 0%.
COc1cc2ccccc2cc1C(=O)Nc1ccc(Cl)c(-c2nc3ccccc3o2)c1 was read as RNase H inhibition 13%.
For C=CCNC(=O)c1c(O)c2ccccc2n(C)c1=O the results were RNase H inhibition 2%.
Screening CCOC(=O)C1=C(C)NC(=S)NC1c1ccccc1OCc1ccccc1 (stereo not drawn) returned RNase H inhibition 0%.
COc1ccc(C(=O)N2CCN(C3CCN(Cc4ccccc4)CC3)CC2)cc1 was read as RNase H inhibition 17%.
For COc1ccc(OC)c(NC(=O)c2ccc(OC)cc2OC)c1 the results were RNase H inhibition 7%.
Screening CC(=O)c1cccc(NC(=O)CC2S/C(=N\N=C\c3ccc(C)o3)NC2=O)c1 (stereo not drawn) returned RNase H inhibition 7%.
`COc1cc(C(=O)NC(=S)Nc2ccc(-c3nc4cc(C)cc(C)c4o3)cc2)cc(OC)c1OC` gave RNase H inhibition 14%.
For O=[N+]([O-])c1ccccc1C=Nc1ccc(Cl)cc1 the results were RNase H inhibition 10%.
For CCOC(=O)C1=C(C)N=c2s/c(=C/c3cc(OC)c(OC)c(OC)c3)c(=O)n2C1c1ccccc1OC (stereo not drawn) the results were RNase H inhibition 11%.

Quoted at random: 5 compounds from above, in no set order.
CC1=NN(c2ccc(Cl)cc2)C(=O)/C1=C\c1c(C)[nH]n(-c2ccc(Cl)cc2)c1=O was read as RNase H inhibition 12%.
COc1ccc(-c2c(C#N)c(N)nc3c2CC(C)CC3)cc1 (stereo not drawn) was read as RNase H inhibition 30%.
Screening CC(C)CN=Cc1c(O)n(C2CCCCC2)c(=O)n(C2CCCCC2)c1=O returned RNase H inhibition 20%.
NC(=O)c1ccccc1NC(=O)COc1ccccc1Cl was read as RNase H inhibition 12%.
Screening CCN(CC)CCCCCOc1ccc2ccccc2c1 returned RNase H inhibition 13%.

The listing continues.
For CCCC1CCc2c(sc(NC(=O)/C=C/c3cccc(Cl)c3)c2C(N)=O)C1 (stereo not drawn) the results were RNase H inhibition 7%.
`O=C1NC(=O)/C(=C/c2ccccc2Cl)N1` gave RNase H inhibition 7%.
CCOC(=O)/C(N=Nc1ccc(Br)cc1)=C(/O)CSC#N was read as RNase H inhibition 15%.
CCOc1ccc(NC(=O)c2ccc([N+](=O)[O-])o2)cc1 was read as RNase H inhibition 17%.
`COc1ccc(NC(=O)c2ccc(-c3ccc(Br)cc3)o2)cc1OC` gave RNase H inhibition 2%.
`COC(=O)COc1ccc(/C=C2\C(=O)C(C(=O)OC)=C(C)N2c2cc(C)cc(C)c2)cc1` gave RNase H inhibition 14%.
Screening CCOc1ccc(NC(=O)c2ccco2)cc1 returned RNase H inhibition 6%.
CC1=C(C(N)=O)C(c2ccc(Cl)cc2)NC(=S)N1 (stereo not drawn) was read as RNase H inhibition 1%.
CC(=O)NC1=NC(=O)/C(=C/c2cc(C)n(-c3cccc(C(=O)O)c3)c2C)S1 was read as RNase H inhibition 3%.
CC(C1CC1)N1C(=O)C2C(C1=O)C1C=CC2C12CC2 (stereo not drawn) was read as RNase H inhibition 15%.
`O=C(NCC1CCCO1)c1ccccc1CCc1ccccc1` (stereo not drawn) gave RNase H inhibition 0%.
CCCCP(=O)(CCCC)CCP(=O)(CCCC)CCCC was read as RNase H inhibition 10%.
`COc1ccc(C(=O)NCC23C=CC(O2)C2C(=O)N(c4ccccc4C)C(=O)C23)cc1` (stereo not drawn) gave RNase H inhibition 1%.
For Cc1cc(/C=C2/SC(=S)NC2=O)c(C)n1-c1ccc(Cl)c(Cl)c1 the results were RNase H inhibition 53%*.
